# hIAP block: blocks human intestinal alkaline phosphatase | P09923 | purified IAP, CDP-Star luminescence, 30 min | inhibition, % at 10 µM | 330,000 compounds, 0.12% hits | AID 2544;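 active means inhibition reaching a set limit with compound at 10 µM in the primary screen, cut at about 35% in these data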;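 further: plate controls were DMSO wells with enzyme for no effect and no-enzyme buffer wells for full effect; values of inactives mirror those of a sister screen read the other way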
# Target sequence (P09923 whole entry, looked up): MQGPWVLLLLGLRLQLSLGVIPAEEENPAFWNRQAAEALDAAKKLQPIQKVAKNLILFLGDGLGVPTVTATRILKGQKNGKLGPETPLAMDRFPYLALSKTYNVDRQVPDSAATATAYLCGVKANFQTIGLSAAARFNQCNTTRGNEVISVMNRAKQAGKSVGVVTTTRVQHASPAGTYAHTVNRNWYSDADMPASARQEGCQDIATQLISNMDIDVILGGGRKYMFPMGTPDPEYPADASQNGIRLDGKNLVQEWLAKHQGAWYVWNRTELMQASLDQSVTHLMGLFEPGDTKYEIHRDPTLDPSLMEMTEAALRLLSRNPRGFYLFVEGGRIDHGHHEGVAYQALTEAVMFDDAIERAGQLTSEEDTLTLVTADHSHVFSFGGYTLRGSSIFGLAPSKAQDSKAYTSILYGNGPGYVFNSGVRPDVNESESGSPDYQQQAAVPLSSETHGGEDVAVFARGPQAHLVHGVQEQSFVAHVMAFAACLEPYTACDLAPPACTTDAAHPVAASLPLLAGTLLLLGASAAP
# A3A deaminase: blocks human APOBEC3A ssDNA deamination. recombinant A3A, FAM/TAMRA ssDNA deamination fluorescence. inhibition, % at 20 µM. 330,000 compounds, 0.41% hits. AID 493011;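 active means at least 40% inhibition at 20 µM here, with at most 30% in a related deaminase screen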;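 further: plate controls were A3A with DMSO for no effect and wells lacking A3A enzyme for full effect; some results filed as inactive read as strong as hits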
# Target sequence (P31941 whole entry, looked up): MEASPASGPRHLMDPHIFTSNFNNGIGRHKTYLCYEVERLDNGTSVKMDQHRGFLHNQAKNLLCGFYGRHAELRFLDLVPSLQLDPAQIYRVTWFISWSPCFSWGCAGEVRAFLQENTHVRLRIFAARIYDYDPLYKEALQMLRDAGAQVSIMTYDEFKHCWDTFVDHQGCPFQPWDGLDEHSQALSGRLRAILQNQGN
# mIAP inh: mouse IAP inhibition; purified mouse IAP, CDP-Star luminescence, 30 min; inhibition, % at 10 µM; 330,000 compounds, 0.2% hits;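 active means inhibition of at least 40% at 10 µM in the primary screen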;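 further: plate controls were DMSO with enzyme for no effect and no enzyme wells for full effect; values of inactives mirror those of a sister screen read the other way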
# mIAP act: increases mouse intestinal alkaline phosphatase activity. muIAP, CDP-Star luminescence, 30 min; stronger effect = higher value; 1 = vehicle-only enzyme signal, 0 = enzyme-free wells. activation factor at 10 µM. 330,000 compounds, 0.24% hits. AID 2805;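 active means activation factor of at least 2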; further: the source names both 10 and 20 µM as test concentration; values of inactives mirror those of a sister screen read the other way
#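 Assay system: mouse IAP enzyme / Compound: DMSO-dissolved test compounds / Timing: 30 min, room temperature / Measured by: luminescence from enzymatic CDP-Star hydrolysis / Control set: DMSO-only wells, enzyme-free buffer wells as negative control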
# SENP1 inh: SENP1 (human) catalytic domain inhibition; Q9P0U3; recombinant SENP1 catalytic domain, CyPet-SUMO1-YPet FRET cleavage; inhibition, % at 10 µM; 360,000 compounds, 0.21% hits;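 active means inhibition at least 30% at 10 µM, raw YFP signal under a set limit, fluorescence ratio 0.5 to 1.5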;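 further: 0% = enzyme with DMSO and 100% = no enzyme wells; some results filed as inactive read as strong as hits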
# Target sequence (Q9P0U3 419-644 limits assumed): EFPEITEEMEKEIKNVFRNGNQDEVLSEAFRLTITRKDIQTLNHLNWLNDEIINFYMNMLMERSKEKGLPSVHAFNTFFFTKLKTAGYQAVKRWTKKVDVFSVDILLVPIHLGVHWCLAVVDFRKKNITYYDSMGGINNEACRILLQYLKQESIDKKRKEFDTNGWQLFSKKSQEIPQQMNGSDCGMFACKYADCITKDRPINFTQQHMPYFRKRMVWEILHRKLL
#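 Test system: human SENP1 catalytic domain; medium: Tris pH 8 buffer plus EDTA, NaCl, BME, BSA, NP40, catalase; incubation: 50 min reaction at room temperature; technique: FRET, CFP and YFP emission; controls: no-enzyme low control and enzyme-plus-DMSO high control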
# hIAP activ: increases human intestinal alkaline phosphatase activity | P09923 | purified human IAP, CDP-Star luminescence, 30 min; stronger effect = higher value; 1 = vehicle-only enzyme, 0 = enzyme-free background | activation factor at 10 µM | 330,000 compounds, 0.16% hits;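 active means activation factor of the enzyme at least 2-fold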; further: the source names both 10 and 20 µM as test concentration; values of inactives mirror those of a sister screen read the other way
# beta cell repl: MIN6 beta-cell proliferation induction; MIN6 cells proliferation, ATPlite luminescence, 48 h; cells starved in 0.2% serum; 100% = growth in 10% serum; proliferation, % at 10 µM; 330,000 compounds, 0.29% hits; AID 2380;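 active means compounds whose signal lies at least 3.5 SD above the mean of all wells on their plate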;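 further: 0% = DMSO-treated cells in low-serum medium and 100% = 10% serum control; some compounds called inactive have numbers as strong as hits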
# APOBEC3G inh: inhibitors of human APOBEC3G DNA deaminase | Q9HC16 | recombinant A3G, ssDNA deamination FAM/TAMRA fluorescence | inhibition, % at 20 µM | 330,000 compounds, 0.28% hits | AID 493012;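 active means inhibition of at least 40% at 20 µM, with no more than 30% in the related APOBEC3A deaminase screen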;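 further: plate controls were DMSO wells with A3G for no effect and wells lacking A3G enzyme for full effect; some compounds called inactive have numbers as strong as hits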
# NALP3 yeast inh: blocks the NALP3 inflammasome reconstituted in yeast | Yeast reconstituted NLRP3/ASC/caspase-1, beta-gal luminescence, 24 h | inhibition, % at 10 µM | 330,000 compounds, 0.39% hits | AID 2825;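 active means inhibition of 50% or more; inactive means inhibition below 50%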;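 further: plate controls were induced DMSO wells for no effect and uninduced yeast grown without galactose for full effect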
# Active calls of the source: *; / = not tested or not shown. Only part of the results is shown. The share of hits here may be higher or lower than overall.
SMILES,hIAP block,A3A deaminase,mIAP inh,mIAP act,SENP1 inh,hIAP activ,beta cell repl,APOBEC3G inh,NALP3 yeast inh
COc1cccc(OC)c1OCC(=O)Nc1ccc(S(=O)(=O)N2CCCC2)cc1,9,-2,3,0.97,-1,0.91,1,-5,36
CC1Cc2ccccc2N1C(=O)COC(=O)c1cc(Br)ccc1O (stereo not given),-4,2,5,0.95,0,1,-5,-6,6
O=C1CC(NNc2ccccc2)C(=O)N1c1cccc(Cl)c1 (stereo not given),-4,-2,6,0.94,1,1,-4,0,12
Cc1ccc(-c2n[nH]c(=S)n2C)cc1Cl,8,-14,-13,1.1,1,0.92,-3,50*,0
CNC(=O)C(=O)NCC1OCCN1S(=O)(=O)c1ccc([N+](=O)[O-])cc1 (stereo not given),-4,-4,-11,1.1,1,1,0,-5,-6
O=C(C[n+]1cc(-c2ccccc2)n2c1CCC2)c1cccs1,-10,0,-5,1.1,1,1.1,-2,-6,4
COc1ccc(S(=O)(=O)N2CCCC(C(=O)NCc3ccco3)C2)cc1Cl (stereo not given),14,-4,-3,1,2,0.86,0,-7,1
Cc1cc(C(=O)Nc2ccc(S(=O)(=O)N3CCOCC3)cc2)c(C)o1,5,-3,-1,1,0,0.95,0,-4,19
CCOc1ccc(C(=O)CCC(=O)NNC(=O)c2ccccc2O)cc1,-49,-5,20,0.8,1,1.5,-3,-10,6
COc1ccc(O)c(-c2[nH]ncc2C(=O)c2cccc(C)c2)c1,-74,-1,3,0.97,-1,1.7,1,-7,16
Nc1ccccc1SCC(=O)Nc1cccc2ccccc12,6,2,5,0.95,-5,0.94,0,-3,18
Cc1c(C(=O)NCc2ccccn2)sc2nc(-c3ccc(F)cc3)cn12,6,-1,0,1,-1,0.94,-1,-1,9
COc1cccc(NS(=O)(=O)c2c(C)n(C)c(=O)n(C)c2=O)c1,-6,-2,-17,1.2,3,1.1,-3,-6,-6
COc1ccccc1C(=O)Nc1ccnn1C1CCN(Cc2csc(C(C)=O)c2)CC1,-18,-6,3,0.97,2,1.2,-3,-8,16
COCCn1c(NCc2ccc(C)cc2)nc2c1c(=O)[nH]c(=O)n2C,-22,-4,0,1,2,1.2,3,-8,29
O=C(Nc1ccccc1F)c1ccc(CSc2ncccn2)cc1,6,70*,3,0.97,2,0.94,-2,12,0
CN(C)S(=O)(=O)c1ccc(C(=O)Nc2nnc(SCc3cccc(F)c3)s2)cc1,1,4,11,0.89,2,0.99,0,-1,9
COc1ccc(CC(=O)Nc2c3c(nn2-c2cccc(Cl)c2)CS(=O)(=O)C3)cc1,13,0,-2,1,1,0.87,3,-4,-4
Nc1cccc(-c2cc3ccccc3oc2=O)c1,6,1,1,0.99,-4,0.94,4,-1,24
COC(=O)[C@H](C)NC(=O)NCc1ccc(F)cc1,12,0,-10,1.1,1,0.88,-2,-4,12
COc1ccc(-n2nnnc2SC(C)C(N)=O)cc1 (stereo not given),-5,-4,-5,1.1,0,1.1,0,-6,5
Cc1ccc2occ(/C=N/NC(=O)c3ccc(O)cc3)c(=O)c2c1,-16,5,2,0.98,0,1.2,6,0,3
CC1CCCCC1NC(=O)Cn1cnc2c1c(=O)n(C)c(=O)n2C (stereo not given),25,-3,1,0.99,1,0.75,0,-8,11
COC(=O)[C@@H](NC(=O)Nc1ccc(OC)cc1)C(C)C,-4,-2,3,0.97,3,1,-3,-4,5
O=C(N/N=C1\CCc2ccccc21)c1ccncc1,11,0,3,0.97,2,0.89,0,-5,4

# Given tab-delimited: entries from further up.
compound	hIAP block	A3A deaminase	mIAP inh	mIAP act	SENP1 inh	hIAP activ	beta cell repl	APOBEC3G inh	NALP3 yeast inh
COc1ccc(CC(=O)Nc2c3c(nn2-c2cccc(Cl)c2)CS(=O)(=O)C3)cc1	13	0	-2	1	1	0.87	3	-4	-4
CC1Cc2ccccc2N1C(=O)COC(=O)c1cc(Br)ccc1O (stereo not given)	-4	2	5	0.95	0	1	-5	-6	6

# Later entries:
SMILES,hIAP block,A3A deaminase,mIAP inh,mIAP act,SENP1 inh,hIAP activ,beta cell repl,APOBEC3G inh,NALP3 yeast inh
CCCCNC(=O)c1onc(CSc2ccc(OC)cc2)c1C(=O)O,9,1,0,1,0,0.91,10,-8,6
CNc1oc(-c2ccc(OCc3ccccc3)cc2)nc1C#N,6,-2,-3,1,-2,0.94,-2,-1,25
O=c1[nH]c(CSc2ncc(C(F)(F)F)cc2Cl)nc2ccccc12,-16,1,-1,1,-4,1.2,3,-1,-36
COc1ccccc1NC(=O)CC(c1ccc(F)cc1)c1ccco1 (stereo not given),-51,-5,0,1,-2,1.5,-4,-7,-12
Cc1cc(CN(C)C(=O)c2ccc3nc(Cc4ccccc4F)oc3c2)on1,4,1,6,0.94,1,0.96,-1,-4,17
Cc1ccc(NC(=O)CN2CCN(CCN=CC3=C(O)CC(C)(C)CC3=O)CC2)cc1,1,-2,-2,1,-1,0.99,-2,-4,55*
O=C(O)c1ccc(Oc2ccccc2)o1,-22,-2,6,0.94,2,1.2,-2,-2,28
CCC(=O)Nc1nc(C)c(C(=O)N2CCCCC2)s1,-5,1,3,0.97,2,1.1,-4,9,11
COc1ccc(N2CCN(S(=O)(=O)CCNC(=O)C3CC(=O)N(c4ccccc4)C3)CC2)cc1 (stereo not given),-7,2,1,0.99,-1,1.1,1,-4,15
Cc1cc(NC(=O)CC(C)(C)C)nc2c1c(=O)oc1ccccc12,0,0,11,0.89,-51,1,-1,-1,-7
CC1(C)OC(=O)N(c2cccnc2)C1(C)O (stereo not given),-13,-1,1,0.99,0,1.1,-2,-2,17
Cc1ccc(NC(=O)CSc2ccc(-c3ccccn3)nn2)cc1F,5,-5,-1,1,1,0.95,-6,-5,25
Cc1nc(NCCc2ccccc2)sc1C(=O)N(C)C,-16,-1,2,0.98,0,1.2,0,0,7
O=C(c1ccc(OC2CCN(Cc3cccc(F)c3)CC2)cc1)N1CCCCC1,-18,-3,-4,1,-2,1.2,-1,-7,17
C=CCn1c(SCC(=O)NC(=O)Cc2ccccc2)nnc1-c1ccccc1F,-5,-4,0,1,4,1,1,-7,16
CN(C)c1cc(-c2cccc([N+](=O)[O-])c2)oc(=O)c1Cl,-3,-1,-11,1.1,1,1,-1,-10,27
O=C(/C=C/Sc1ncn[nH]1)c1ccc(Cl)cc1,-6,-10,3,0.97,3,1.1,-6,-7,22
C=CCn1cccc(C(=O)Nc2ccc(OC)c(Cl)c2)c1=O,18,48*,0,1,-1,0.82,1,-9,28
CC(=O)C1=C(O)C(=O)N(c2ccc(C(=O)O)cc2)C1c1ccc([N+](=O)[O-])cc1 (stereo not given),16,-11,6,0.94,1,0.84,-2,-7,16
Cc1onc(-c2c(Cl)cccc2Cl)c1C(=O)N=C(N)N1CC(C)OC(C)C1 (stereo not given),17,7,-9,1.1,3,0.83,-2,-4,19
O=C(Cn1nc(-c2ccccc2)c2ccccc2c1=O)Nc1ccc(O)cc1,-2,-7,-10,1.1,2,1,1,-6,-11
COCC(C)OC(=O)c1c(N)n(-c2ccc(OC)c(OC)c2)c2nc3ccccc3nc12 (stereo not given),2,-3,10,0.9,/,0.98,4,-5,2

# 17 structures out of the list, ordered by count of non-hydrogen atoms, smallest number first.
SMILES,hIAP block,A3A deaminase,mIAP inh,mIAP act,SENP1 inh,hIAP activ,beta cell repl,APOBEC3G inh,NALP3 yeast inh
Cc1ccc(-c2n[nH]c(=S)n2C)cc1Cl,8,-14,-13,1.1,1,0.92,-3,50*,0
CC1(C)OC(=O)N(c2cccnc2)C1(C)O (stereo not given),-13,-1,1,0.99,0,1.1,-2,-2,17
O=C(/C=C/Sc1ncn[nH]1)c1ccc(Cl)cc1,-6,-10,3,0.97,3,1.1,-6,-7,22
Nc1cccc(-c2cc3ccccc3oc2=O)c1,6,1,1,0.99,-4,0.94,4,-1,24
CCC(=O)Nc1nc(C)c(C(=O)N2CCCCC2)s1,-5,1,3,0.97,2,1.1,-4,9,11
CN(C)c1cc(-c2cccc([N+](=O)[O-])c2)oc(=O)c1Cl,-3,-1,-11,1.1,1,1,-1,-10,27
C=CCn1cccc(C(=O)Nc2ccc(OC)c(Cl)c2)c1=O,18,48*,0,1,-1,0.82,1,-9,28
CNc1oc(-c2ccc(OCc3ccccc3)cc2)nc1C#N,6,-2,-3,1,-2,0.94,-2,-1,25
O=c1[nH]c(CSc2ncc(C(F)(F)F)cc2Cl)nc2ccccc12,-16,1,-1,1,-4,1.2,3,-1,-36
CCCCNC(=O)c1onc(CSc2ccc(OC)cc2)c1C(=O)O,9,1,0,1,0,0.91,10,-8,6
Cc1c(C(=O)NCc2ccccn2)sc2nc(-c3ccc(F)cc3)cn12,6,-1,0,1,-1,0.94,-1,-1,9
Cc1onc(-c2c(Cl)cccc2Cl)c1C(=O)N=C(N)N1CC(C)OC(C)C1 (stereo not given),17,7,-9,1.1,3,0.83,-2,-4,19
Cc1cc(CN(C)C(=O)c2ccc3nc(Cc4ccccc4F)oc3c2)on1,4,1,6,0.94,1,0.96,-1,-4,17
C=CCn1c(SCC(=O)NC(=O)Cc2ccccc2)nnc1-c1ccccc1F,-5,-4,0,1,4,1,1,-7,16
COc1ccccc1C(=O)Nc1ccnn1C1CCN(Cc2csc(C(C)=O)c2)CC1,-18,-6,3,0.97,2,1.2,-3,-8,16
COCC(C)OC(=O)c1c(N)n(-c2ccc(OC)c(OC)c2)c2nc3ccccc3nc12 (stereo not given),2,-3,10,0.9,/,0.98,4,-5,2
COc1ccc(N2CCN(S(=O)(=O)CCNC(=O)C3CC(=O)N(c4ccccc4)C3)CC2)cc1 (stereo not given),-7,2,1,0.99,-1,1.1,1,-4,15

# High-throughput results: PubChem, Sanford-Burnham Center for Chemical Genomics
